MmCpn inh – inhibitors of Methanococcus maripaludis chaperonin (MmCpn); purified Mm-Cpn ATPase, ADP Transcreener TR-FRET; Potency, µM (top dose mostly 76.9 µM), inactives show top-dose activity, negative = inhibition, hits mostly inhibitors; hit rate 0.031% among 330,000; AID 504842; note: potency is the fitted concentration of half-maximal effect; % is set by controls: 0 for no effect and ±100 for the full control effect; nearly all actives have a fitted effect of over 80% in size
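Reaction buffer contained 30 mM Tris pH 7.4, 100 mM KCl, 5 mM MgCl2 and 1 mM DTT. Mm-CPN (25 nM final) hydrolysed 10 uM ATP over 30 min at 37°C; ADP was read by HTRF.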
CCT chaperon mod – changes cytosolic chaperonin activity; activity change, % (concentration not given with the values), hits read low; hit rate 0.3% among 360,000; purified chaperonin ATPase assay, HTRF ADP detection, 30 min; in the data active = activity change below about -30%; note: % is set by controls: 0 for no effect and ±100 for the full control effect
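We incubate TRiC, 40 or 20 nM final, with library compounds at 76 uM and 10 uM ATP for 30 min at 37 °C. ADP formed is detected with Transcreener HTRF reagents after 30 min at room temperature.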
EPAC2 antag – antagonists of human EPAC2. Q8WZA2. EPAC2 GEF exchange of Rap1B-BODIPY-GDP, fluorescence. Potency, µM (doses to about 114 µM), for the others: at the highest dose activity, negative = inhibition, actives largely listed as inhibitors. hit rate 0.18% among 360,000. AID 720708; note: potency is the fitted concentration of half-maximal effect; % is set by controls: 0 for no effect and ±100 for the full control effect; nearly all actives have a fitted effect of over 45% in size; many of its hits are not listed in these tables
PLK1 PBD inh – inhibitors of human PLK1 polo-box domain binding | Potency, µM, without a hit: max response, negative = inhibition, actives largely listed as inhibitors | hit rate 2.8% among 360,000 | AID 720504 | P53350 | Plk1 PBD binding of FITC phosphopeptide, fluorescence polarization; note: potency is the fitted concentration of half-maximal effect; series mostly up to about 57 µM; % is set by controls: 0 for no effect and ±100 for the full control effect; nearly all actives have a fitted effect of over 65% in size
WRN helicase inh – WRN helicase (human) inhibition; WRN helicase unwinding, fluorescent forked duplex, kinetic; hit rate 0.46% among 360,000; Potency, µM (titrated, usually from 114 µM), inactives show top-dose activity change, negative = inhibition, actives largely listed as inhibitors; note: potency is the fitted concentration of half-maximal effect; % is set by controls: 0 for no effect and ±100 for the full control effect; nearly all actives have a fitted effect of over 55% in size
Target sequence (Q14191 whole entry, looked up): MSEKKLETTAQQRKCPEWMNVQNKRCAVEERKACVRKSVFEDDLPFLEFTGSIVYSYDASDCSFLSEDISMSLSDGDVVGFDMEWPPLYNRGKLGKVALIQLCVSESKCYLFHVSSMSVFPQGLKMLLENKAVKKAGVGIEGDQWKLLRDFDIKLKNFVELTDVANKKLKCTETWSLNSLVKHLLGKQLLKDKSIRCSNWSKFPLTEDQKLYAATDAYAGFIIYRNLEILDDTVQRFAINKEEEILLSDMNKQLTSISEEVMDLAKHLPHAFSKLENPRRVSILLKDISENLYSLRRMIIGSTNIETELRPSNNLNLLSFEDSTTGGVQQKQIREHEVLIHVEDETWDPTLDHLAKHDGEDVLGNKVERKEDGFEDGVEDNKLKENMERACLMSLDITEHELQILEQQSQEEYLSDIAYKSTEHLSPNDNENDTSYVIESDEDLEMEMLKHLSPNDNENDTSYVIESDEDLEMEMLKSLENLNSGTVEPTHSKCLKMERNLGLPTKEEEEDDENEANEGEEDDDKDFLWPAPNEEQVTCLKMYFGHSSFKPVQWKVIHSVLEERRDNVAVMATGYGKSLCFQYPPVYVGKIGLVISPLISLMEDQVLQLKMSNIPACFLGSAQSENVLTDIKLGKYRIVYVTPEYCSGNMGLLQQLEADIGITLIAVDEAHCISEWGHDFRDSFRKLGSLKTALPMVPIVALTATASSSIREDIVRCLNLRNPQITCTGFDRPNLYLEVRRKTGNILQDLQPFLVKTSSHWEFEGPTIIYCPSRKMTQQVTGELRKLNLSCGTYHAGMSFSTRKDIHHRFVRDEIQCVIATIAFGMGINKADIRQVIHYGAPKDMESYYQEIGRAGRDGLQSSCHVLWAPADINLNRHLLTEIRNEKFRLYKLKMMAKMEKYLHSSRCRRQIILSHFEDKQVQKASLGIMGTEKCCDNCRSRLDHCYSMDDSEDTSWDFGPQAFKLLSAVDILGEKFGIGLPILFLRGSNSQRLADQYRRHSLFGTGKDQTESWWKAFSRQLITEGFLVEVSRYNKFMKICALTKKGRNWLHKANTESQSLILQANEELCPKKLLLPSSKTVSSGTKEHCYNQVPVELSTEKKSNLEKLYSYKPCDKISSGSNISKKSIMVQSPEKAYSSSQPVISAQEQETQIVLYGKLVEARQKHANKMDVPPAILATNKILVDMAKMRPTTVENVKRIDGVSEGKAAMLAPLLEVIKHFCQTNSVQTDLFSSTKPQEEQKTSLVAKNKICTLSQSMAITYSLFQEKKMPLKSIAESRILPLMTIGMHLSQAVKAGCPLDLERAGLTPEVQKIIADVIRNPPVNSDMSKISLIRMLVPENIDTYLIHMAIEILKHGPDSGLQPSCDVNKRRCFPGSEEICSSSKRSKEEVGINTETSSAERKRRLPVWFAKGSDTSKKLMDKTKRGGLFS
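WRN at 20 nM final was preincubated with compound for 15 min at room temperature; reaction started with 100 nM forked duplex oligonucleotide carrying fluorophore and quencher plus 2 mM ATP (final). Unwinding followed kinetically by red fluorescence (ex 525/em 598 nm).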
EPAC1 ag – agonists of human EPAC1. O95398. EPAC1 agonist qHTS, biochemical assay; response scale: 100% = response to 6.5 mM cAMP. Potency, µM (top dose mostly 154 µM), without a hit: top-dose activation, usual class: activators. hit rate 0.073% among 360,000; note: potency is the fitted concentration of half-maximal effect; nearly all actives have a fitted effect of over 60% in size
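Nucleotide exchange by EPAC1 (100 nM) on Rap1B–BODIPY-GDP (250 nM) in the presence of 50 uM GDP is tracked fluorescently at 480/540 nm over 30 min. Signals are normalized to a 6.5 mM cAMP control.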
PI5P4K alpha inh – PI5P4K alpha (human) kinase inhibition | P48426 | PI5P4Kalpha enzyme, ADP-Glo luminescence, 60 min; hits give low values | max response, % | hit rate 1.2% among 330,000 | AID 652105; active = max response of -50% or lower; inconclusive = between -30% and -50%; inactive = -30% or higher; note: value at the top dose of about 77 µM; % is set by controls: 0 for no effect and ±100 for the full control effect
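Compounds were pin-transferred onto PI5P4Kalpha and substrate in HEPES pH 7.4 buffer with EGTA, CHAPS and 5% DMSO. ATP (5 microM final) started the reaction, which ran 60 minutes at room temperature before ADP-Glo detection.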
EPAC1 antag – antagonists of human EPAC1. hit rate 0.14% among 360,000. Potency, µM (top dose mostly 115 µM), inactives show at the top dose activity change, negative = inhibition, hits mostly inhibitors. EPAC1 GEF assay, Rap1b-BODIPY-GDP exchange fluorescence. O95398;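 note: potency is the fitted concentration of half-maximal effect; plate controls were vehicle for no effect and positive control for full effect; nearly all actives have a fitted effect of over 50% in size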
An asterisk follows results filed as active; ? = inconclusive; . = not tested or not shown; [ ] = remark or other dose. Unless noted, calls come from the whole dose curve; as a rule, active = well fitted curve in the direction sought with a large enough effect; inconclusive = small, poorly fitted or top-dose-only effect, or another doubt; inactive = no such curve, though single readings can be large; an effect the other way counts as inactive or inconclusive. Not all compounds are listed; rates above refer to the full screens.

Each structure is followed by: EPAC1 ag	EPAC2 antag	MmCpn inh	EPAC1 antag	PI5P4K alpha inh	CCT chaperon mod	WRN helicase inh	PLK1 PBD inh
Cc1ccccc1NC(=O)CN1C(=O)NC2(CCc3ccccc32)C1=O (stereo not given)
    -4%	10%	0%	-21%	-1	3.0	10%	-2%
COc1ccc(CSc2nnnn2-c2ccccc2)cc1
    6%	0%	4%	-1%	-4	-7.0	-3%	1%
O=C1NC(Cc2ccc(O)cc2)c2nc3cc(F)c(F)cc3c(=O)n2-c2cc3ccccc3cc21 (stereo not given)
    -3%	-3%	.	-5%	-27	0.2	-1%	-3%
COc1ccc2c(CN3CCN(S(=O)(=O)c4cccs4)CC3)cc(=O)oc2c1
    8%	-2%	-17%	-20%	-17	-4.9	3%	-13%
COC(=O)c1ccc(/C=N/NC(=O)C2CC(=O)N(c3ccc(OC)cc3)C2)cc1 (stereo not given)
    0%	9%	?	17%	-1	1.4	-33%	3%
COc1ccc(CCNCc2c(OC)ccc3ccccc23)cc1OC
    1%	-5%	4%	-15%	2	0.6	-13%	6%
COc1cc(/C=C/C(=O)OCC(=O)NCc2ccco2)ccc1OCC#N
    -1%	1%	-3%	-14%	-15	1.0	1%	?
O=C(NCCS(=O)(=O)N1CCN(c2cccc(Cl)c2)CC1)c1ccco1
    4%	13%	-2%	14%	-2	-0.7	0%	-2%
Cc1cccc(C)c1N(CC(=O)N1CCN(c2ccccc2F)CC1)S(C)(=O)=O
    14%	-3%	1%	-5%	1	0.3	0%	-5%
O=C(NNc1c([N+](=O)[O-])cc(C(F)(F)F)cc1[N+](=O)[O-])c1ccco1
    -4%	-13%	-6%	-4%	-9	1.8	3%	-9%
CCc1cc(=O)oc2cc(C)cc(OC(C)C(=O)NC3CC(C)(C)NC(C)(C)C3)c12 (stereo not given)
    -2%	-1%	1%	-28%	-8	-1.7	4%	-9%
COc1ccc2c(COC(=O)c3cccc(S(=O)(=O)NCC(C)C)c3)cc(=O)oc2c1
    2%	0%	-17%	-18%	2	2.0	0%	0%
c1ccc(-c2cc(N3CCCCC3)ncn2)cc1
    8%	0%	-2%	-1%	-14	-2.3	-23%	-8%
COc1ccc(S(=O)(=O)Cc2ccc(C(=O)N3CCN(Cc4ccccc4)CC3)o2)cc1
    9%	-8%	-1%	-19%	7	-1.0	1%	-20%
CCCC(=O)Nc1nc(CC(=O)OCC)cs1
    10%	2%	-2%	-1%	-2	-2.4	10%	-15%
O=C(N/N=C/c1ccc2c(c1)OCO2)c1ccc2ccccc2n1
    -3%	8%	0%	15%	1	1.5	-10%	-8%
O=C(NC1CCCN(Cc2ccc(Cl)cc2)C1)c1ccoc1 (stereo not given)
    15%	4%	-1%	-2%	1	-0.2	-7%	-2%
CSCCC(NC(C)=O)C(=O)OCC(=O)N(c1ccccc1)c1ccccc1 (stereo not given)
    8%	0%	-2%	5%	1	1.3	-5%	-6%
Cc1ccc(S(=O)(=O)Nc2nc3ccccc3nc2N2CCN(c3ccccc3F)CC2)cc1
    21%	1%	1%	-7%	-1	1.0	-17%	?
CCOc1ccccc1C(=O)NCC(=O)OCC(=O)N1CCCC1
    6%	3%	1%	6%	8	-2.4	-34%	-8%
COc1ccc(N2C(=O)N[C@@H](Cc3ccccc3)C2=O)cc1OC
    -3%	10%	1%	0%	0	-0.7	1%	-3%
CCCCN(C)CCNC(=O)C1CCCN(S(=O)(=O)c2cccc3nsnc23)C1 (stereo not given)
    7%	0%	-13%	16%	0	0.8	-4%	-1%
O=C(CN1CCOc2ccccc21)NCc1ccc(Cl)cc1
    2%	1%	1%	-15%	1	-1.3	-2%	-4%
CCOC(=O)c1c(C)sc2c1N(C(=O)CCl)c1cc(Cl)ccc1S2
    11%	-2%	-7%	?	5	1.6	-19%	?
CC(C)c1ccc(NC2=NCC(=O)N2Cc2cccs2)cc1
    0%	?	0%	-19%	-2	-4.2	-10%	-7%
CC(C)Oc1ccc(S(=O)(=O)N2CCOCC2)cc1NC(=O)c1nn(C)c(=O)c2ccccc12
    11%	7%	.	-10%	6	0.0	-6%	2%
Cc1ccc2c(c1)S/C(=C/c1ccc[n+](C)c1)N2CCO
    -11%	-2%	-4%	4%	-6	-0.4	3%	6%
COc1ccccc1OCc1ccc(C(=O)Nc2ccncc2)o1
    4%	-3%	0%	-1%	.	-2.0	-7%	3%
CC(C)c1ccc(C2CC(=O)N3CN(Cc4ccco4)CSC3=C2C#N)cc1 (stereo not given)
    2%	-2%[57.1 µM]	0%	-26%	-21	0.7	-7%	27µM*
CCOC(=O)N1CCN(S(=O)(=O)N(C)C)CC1
    0%	2%	-1%	8%	0	-0.9	-26%[57.1 µM]	-6%
Cc1ccc(-c2nc(CS(=O)CC(=O)NCCC(C)C)c(C)o2)cc1 (stereo not given)
    -2%	3%	1%	-14%	8	-0.2	3%	-19%
CCOC(=O)C1CCN(C(=O)c2ccc(Br)o2)CC1
    -2%	13%	-1%	13%	.	1.2	-1%	0%
CCOc1cccc(CN2CCN(c3cccc(C(F)(F)F)c3)CC2)c1O
    13%	?	-3%	-15%	.	-2.0	-12%	-4%
COc1cc(-c2nnc(NC(=O)C3=COCCO3)o2)cc(OC)c1OC
    0%	8%	0%	-3%	7	-2.8	-6%	-2%
O=C(N/N=C/c1cn(-c2ccccc2)nc1-c1cc2ccccc2o1)c1ccccc1Br
    -3%	0%	1%	-17%	0	-1.3	-9%	-6%
Cc1ccc(S(=O)(=O)CCC(=O)OCC(=O)NC(N)=O)cc1
    11%	12%	0%	-20%	0	-2.1	9%	-21%
Cc1cccc(-c2cccc(NC(=O)C3CCCN(C(=O)c4ocnc4C)C3)c2)c1 (stereo not given)
    5%	-6%	2%	-13%	4	-0.5	-29%	-1%
CCN(CC(=O)NCCc1ccc(S(N)(=O)=O)cc1)Cc1nc2cc(OC)c(OC)cc2c(=O)[nH]1
    -1%	-4%	2%	-9%	-5	-0.5	9%	-10%
COc1ccc(C2(C)NC(=O)N(CC(=O)NC3CCCC3)C2=O)cc1OC (stereo not given)
    4%	0%	2%	2%	7	-2.7	-2%	-3%
CCC1CCCCN1CCCNC(=O)Cn1nc(-c2ccccc2)ccc1=O (stereo not given)
    -3%	17%	0%	7%	.	1.0	-11%[57.1 µM]	-7%
CC1CC(C)(C)NC(=S)N1CC(=O)NCc1ccccc1Cl (stereo not given)
    -1%	23%	0%	-2%	1	0.2	?	-7%
COc1ccc(CN=C2NN=C(c3ccccc3)CS2)cc1
    -1%	7%	-2%	-1%	-3	-2.5	1%	?
Cc1cccc(Nc2ccccc2C(=O)NCc2ccco2)c1C
    21%	-9%	3%	-14%	-4	-0.8	-6%	-5%
C=CCn1c(SCC(=O)NC2CC2)nnc1-c1ccccn1
    -6%	1%	0%	11%	-2	-1.1	8%	2%
CC1CC(CC(=O)NC(=S)Nc2ccccc2Cl)C(=O)O1 (stereo not given)
    -2%	-1%	-1%	6%	0	1.3	9%	-4%

Among those listed so far, these contain a thiophene ring, fused or not.
Each structure is followed by: EPAC1 ag	EPAC2 antag	MmCpn inh	EPAC1 antag	PI5P4K alpha inh	CCT chaperon mod	WRN helicase inh	PLK1 PBD inh
COc1ccc2c(CN3CCN(S(=O)(=O)c4cccs4)CC3)cc(=O)oc2c1
    8%	-2%	-17%	-20%	-17	-4.9	3%	-13%
CCOC(=O)c1c(C)sc2c1N(C(=O)CCl)c1cc(Cl)ccc1S2
    11%	-2%	-7%	?	5	1.6	-19%	?
CC(C)c1ccc(NC2=NCC(=O)N2Cc2cccs2)cc1
    0%	?	0%	-19%	-2	-4.2	-10%	-7%

Among those listed so far, two contain an aryl thioether with sulfur outside any ring:
Each structure is followed by: EPAC1 ag	EPAC2 antag	MmCpn inh	EPAC1 antag	PI5P4K alpha inh	CCT chaperon mod	WRN helicase inh	PLK1 PBD inh
COc1ccc(CSc2nnnn2-c2ccccc2)cc1
    6%	0%	4%	-1%	-4	-7.0	-3%	1%
C=CCn1c(SCC(=O)NC2CC2)nnc1-c1ccccn1
    -6%	1%	0%	11%	-2	-1.1	8%	2%

More results follow:
Each structure is followed by: EPAC1 ag	EPAC2 antag	MmCpn inh	EPAC1 antag	PI5P4K alpha inh	CCT chaperon mod	WRN helicase inh	PLK1 PBD inh
Cn1c(SCC(=O)NC2CCCCC2)nnc1-c1ccc(N)cc1
    1%	6%	-1%	1%	-6	-1.5	-1%	-4%
O=C(COC(=O)Cc1cccc(C(F)(F)F)c1)NCC1CCCO1 (stereo not given)
    6%	0%	-3%	15%	.	-1.0	-5%	-6%
Cc1cc(=O)oc(C)c1C(=O)Nc1ccc(Cl)cn1
    0%	0%	1%	4%	-1	-0.1	0%	-1%
COCCn1c(SCC(=O)Nc2cc(C)on2)nnc1-c1ccco1
    -7%	11%	4%	1%	-5	0.2	9%	-2%
C#CCOCCOCCOCCNc1nc(N2CCN(C(=O)C(Cc3ccc(O)cc3)n3cc(C(N)CC(C)C)nn3)CC2)nc(N2CCN(C(=O)C(Cc3ccc(O)cc3)n3cc(C(N)C(C)CC)nn3)CC2)n1 (stereo not given)
    -12%	1%	.	-5%	18	-1.6	-5%	-12%
Cc1nn(C(=O)c2nn(C)cc2[N+](=O)[O-])c(C)c1Br
    3%	-3%	5%	2%	-4	-0.5	0%	-4%
O=C(COC(=O)CCc1ccccc1)Nc1ncc(Cl)cc1Cl
    10%	-1%	-1%	-2%	.	2.3	-1%	-4%
O=C(CNC(=S)N(Cc1ccc(F)cc1)C1CCCCC1)NCCN1CCOCC1
    5%	5%	-1%	-8%	-6	2.2	-17%	14%
COc1ccc(-n2c(C)c([N+](=O)[O-])c3ccc(O)c(CN4CCCCC4)c32)cc1
    24%	-2%	-1%	-9%	-2	-3.3	-1%	-19%
COc1ccc(OC)c(NC(=O)c2cccc(N3C(=O)C4C5CCC(C5)C4C3=O)c2)c1 (stereo not given)
    6%	-8%	0%	9%	2	0.2	-35%	-7%
CN1CCN(C(=O)c2ccccc2NS(=O)(=O)c2ccc(F)cc2)CC1
    10%	3%	-1%	17%	-7	-1.2	3%	-14%

Assay outcomes from PubChem BioAssay.
